# KLF5 inhibitor: inhibitors of KLF5 expression | DLD-1 KLF5 promoter-luciferase reporter, luminescence | inhibition, % at 5 µM | 0.23% of 290,000 active;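 active = inhibition above a per-plate limit of that plate's mean compound inhibition plus 3 SD, cut at about 60% in these data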;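 note: 0% = DMSO wells and 100% = LY294002 at 200 µM; higher means less KLF5 promoter-driven luciferase light; inactives centre near -14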
# HSP90 refold inh: HSP90 refolding inhibition in rabbit reticulocyte lysate | luciferase refolding luminescence, 3 h | inhibition, % at 5.6 µM | 0.91% of 290,000 active;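 active = inhibition above the screen-wide mean plus 3 SD, computed separately per campaign, cut at about 16% in these data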;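 note: 0% = DMSO wells and 100% = 60 µM geldanamycin wells; inhibitors lower the luminescence because luciferase stays unfolded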
# aSyn 5UTR inh: MLPCN primary screen, SNCA 5' untranslated region. alpha-synuclein 5'UTR reporter, inhibitor activity. inhibition, % (tested at 7.5 µM). 0.82% of 300,000 active. AID 1813; in the data active = inhibition above about 60%; inconclusive = no clear call, values can overlap the other calls;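 note: H4 neuroglioblastoma cells stably carrying SNCA 5'UTR luciferase fusion; 0% = DMSO wells and 100% = positive control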
# PolyA inhibitor: inhibitors of polyadenylation in S. cerevisiae; S. cerevisiae SKY197-pL101 polyadenylation reporter, beta-gal luminescence; efflux-impaired pdr1/pdr3 knockout yeast; score 100 = 6 SD above DMSO; calls only at 12 µM; 0.02% of 300,000 active;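 active = lowest replicate activity score at least 50, where 100 means six control SD above control mean; inconclusive = lowest score under 50 but half or more replicates reach 50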;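 note: yeast exposed to compound for 9 h at 30 °C; higher score means more reporter readthrough which indicates perturbed polyadenylation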
# GSK3 alpha inh: human GSK-3 alpha kinase inhibition. P49840. ADP-Glo luminescence, 60 min. inhibition, % at 10 µM. 0.1% of 320,000 active. AID 2650;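 in the data active = inhibition above about 50%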;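 note: GST-tagged GSK-3 alpha with peptide substrate and 25 µM ATP; 0% = DMSO neutral wells and 100% = GW8510 positive control wells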
# Target sequence (P49840 whole entry, looked up): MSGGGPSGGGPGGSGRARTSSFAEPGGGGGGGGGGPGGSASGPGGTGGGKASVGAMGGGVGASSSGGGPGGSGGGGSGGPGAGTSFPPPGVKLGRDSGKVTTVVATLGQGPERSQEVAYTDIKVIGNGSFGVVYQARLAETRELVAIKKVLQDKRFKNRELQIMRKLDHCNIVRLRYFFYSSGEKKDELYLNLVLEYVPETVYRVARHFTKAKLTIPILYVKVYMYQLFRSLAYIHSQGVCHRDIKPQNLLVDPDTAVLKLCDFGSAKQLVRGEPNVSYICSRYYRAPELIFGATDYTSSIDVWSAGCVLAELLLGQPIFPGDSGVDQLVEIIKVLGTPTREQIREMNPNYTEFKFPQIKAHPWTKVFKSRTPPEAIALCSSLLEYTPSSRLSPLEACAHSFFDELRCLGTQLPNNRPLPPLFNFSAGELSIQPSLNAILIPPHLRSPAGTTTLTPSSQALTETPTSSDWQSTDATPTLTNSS
# HSF-1 act: increases HSF-1 driven luciferase reporter signal; NIH3T3-HGL HSF-1 luciferase reporter, MG132, 8 h; 100% = twice DMSO control signal; activation, % at 9 µM; 1.7% of 300,000 active;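 active = mean replicate activation of at least 50% with a set share of replicates each reaching 50%; inconclusive = only one of those two conditions met; inactive = mean below 50% and too few replicates reaching it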;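 note: 0% = median of the neutral control wells and 100% = twice that signal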
# GSK3B inh: inhibitors of human GSK3beta kinase. GST-GSK3beta kinase, ADP-Glo luminescence, 60 min; stronger effect = lower value. activity score (negative = inhibition), % at 10 µM. 0.038% of 300,000 active. AID 2097;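 active = more than half of replicate wells score below -50%, meaning over 50% inhibition versus plate controls; inconclusive = some replicates but at most half score below -50%; inactive = no replicate scores below -50%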;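 note: 0% = median DMSO wells and -100% = median GW8510 positive control wells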
# Target sequence (P49841 whole entry, looked up): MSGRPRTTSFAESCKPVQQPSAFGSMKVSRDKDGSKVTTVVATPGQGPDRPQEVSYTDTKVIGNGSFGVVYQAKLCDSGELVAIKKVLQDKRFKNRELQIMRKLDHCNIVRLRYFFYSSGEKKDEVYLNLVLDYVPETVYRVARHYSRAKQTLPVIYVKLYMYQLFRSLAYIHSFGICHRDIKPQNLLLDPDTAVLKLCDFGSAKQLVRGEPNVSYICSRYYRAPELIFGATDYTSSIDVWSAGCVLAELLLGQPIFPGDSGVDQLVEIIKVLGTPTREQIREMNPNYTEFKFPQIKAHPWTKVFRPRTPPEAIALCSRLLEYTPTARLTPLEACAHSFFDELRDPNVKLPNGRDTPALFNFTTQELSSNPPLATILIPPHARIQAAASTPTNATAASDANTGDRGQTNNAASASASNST
#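 Test system: GST-tagged human GSK3beta kinase, cell-free; evaluation: activity score scaled between in-plate DMSO and GW8510 controls; measured by: ADP-Glo luminescence; incubation: 60 min reaction, RT; benchmarks: DMSO and 20 µM GW8510; reagent: peptide substrate plus 25 µM ATP (final); medium: Tris/MgCl2 kinase buffer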
# HSF1 inhib: HSF1 inhibition; NIH3T3-HGL HSE-luciferase, MG132-induced, luminescence 8 h; stronger effect = lower value; activity change, negative = inhibition, % at 7.5 µM (by protocol); 0.77% of 300,000 active; AID 2098;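 active = more than half of replicate wells show activity change below -50%, luminescence cut by over half; inconclusive = some wells, but at most half, below -50%; inactive = no replicate well below -50%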;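 note: luciferase reports HSF-1 transcriptional activity via heat shock element; 0% = median of DMSO wells and -100% = zero luminescence signal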
# IEC-6 tox: IEC-6 cytotoxicity, counter-screen for KLF5 inhibitors; inhibition, % at 5 µM; AID 1825; 0.78% of 290,000 active; luminescence viability; in the data active = inhibition above about 22%;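 note: 0% = plate median of test compound wells and 100% = cytotoxic reference compound wells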
# AI-2 QS modul: modulators of Vibrio harveyi AI-2 quorum sensing system | Vibrio harveyi JMH597 AI-2 luminescence/OD600 ratio, 9 h; stronger effect = lower value; strain lacks LuxN and CqsS sensors; 0 = neutral-control median | activity change, % at 7.5 µM | 0.4% of 300,000 active | AID 2094; in the data active = activity change below about -75%, passing the limit was not always enough; inconclusive = no clear call, values can overlap the other calls;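 note: luminescence divided by OD600 gain over 9 h not by final OD600 alone; inactives centre near 13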
# Numbers without * were called inactive; i = inactive; u = inconclusive; x = not tested or not shown. This is a subset, so the mix of outcomes need not match the whole.
SMILES,KLF5 inhibitor,HSP90 refold inh,aSyn 5UTR inh,PolyA inhibitor,GSK3 alpha inh,HSF-1 act,GSK3B inh,HSF1 inhib,IEC-6 tox,AI-2 QS modul
COc1cc(/C=N/N=C2/C(=O)Nc3ccccc32)ccc1O,-36,1,-37,i,6,15,1,-1,1,0
CCC1CCc2sc(C(=O)NCC(c3ccc(OC)cc3)N3CCCC3)cc2C1 (stereo unspecified),x,x,-19,i,0,1,0,4,x,13
COCCn1c(SCC(=O)N2CCCCC2)nc2c(c1=O)SCC2,-36,-2,15,i,1,-9,2,-6,-12,21
Cc1[nH]c2ccccc2c1/C=N/NC(=O)c1cccc(F)c1,-58,0,-25,i,2,-1,0,15,7,6
CCN1CCN(c2nc3ccccc3nc2C(C#N)S(=O)(=O)c2ccc(C)cc2)CC1 (stereo unspecified),-19,3,-7,i,-4,-7,-3,3,1,5
COc1ccc(-n2c(-c3cccc(OC)c3)nc(=S)c3c2CCCC3)cc1,-7,0,-32,i,-1,-57,1,u,-4,28
O=C(CNCc1cccs1)Nc1ccc(OC(F)(F)F)cc1,-38,-4,-56,i,-1,37,1,18,-8,13
CC(C)(C)c1ccc(OCCSc2nc3ccccc3n2CC(=O)O)cc1,-18,-7,23,i,-10,17,3,4,-3,17
CN1CCN(S(=O)(=O)c2ccc(NC(=S)NC(=O)c3ccccc3)cc2)CC1,-20,-8,-17,i,9,5,1,1,2,-3
CC(C)n1cc(CN2CCC(n3nccc3NC(=O)C3CCCC3)CC2)cn1,-39,-3,-4,i,0,16,0,-3,-7,15
COc1ccc(C2C(C(=O)c3ccco3)=C(O)C(=O)N2c2nnc(C)s2)cc1 (stereo unspecified),-67,-3,-21,i,-3,18,3,9,-9,27
CN(C)CCNC(=O)C1CC(=O)N(c2ccc(F)c(Cl)c2)C1 (stereo unspecified),-28,-2,14,i,1,-12,7,9,-3,16
Cc1ccc(S(=O)(=O)N(Cc2n[nH]c(=S)n2-c2ccccc2)c2ccccc2)cc1,3,-5,18,i,-2,-5,-1,-1,-2,25
O=[N+]([O-])c1cccc(-c2nc(Oc3ccc(Cl)cc3)c3ccccc3n2)c1,-14,-2,28,i,2,12,-7,-4,0,15
O=c1c2ccccc2nc2ccc(NCc3ccco3)nn12,-7,-4,-144,i,-1,30,-5,7,2,18
CN1CCN(C(=O)c2cnn3c(C(F)(F)F)cc(-c4cccs4)nc23)CC1,-21,-2,21,i,8,-8,-2,1,-8,6
CCOc1ccc(NC(=O)CN(C)C(=O)c2ccc3c(c2)C(=O)N(CCC(C)C)C3=O)cc1OCC,-26,-1,16,i,-2,-2,1,-6,2,19
CCOc1c(N2CCCCC2)c(=O)c1=O,2,4,9,i,-3,-7,-2,-6,-2,24
CCN(CC)CC(=O)Nc1cccc(S(=O)(=O)N2CCCC2)c1,-28,-1,-7,i,-4,8,2,1,-1,1
COc1ccc(S(=O)(=O)N2c3ccccc3NC(=O)CC2C)cc1 (stereo unspecified),-1,1,15,i,-2,-6,1,1,2,7
CCOC(=O)C1CCN(c2cc3c(cc2NC(=O)c2ccccc2OCC)n(C)c(=O)n3C)CC1,1,15,25,i,-1,26,-5,-2,1,14
COc1ccc(-n2c(SCC(N)=O)nnc2-c2cccnc2)cc1,-44,-1,8,i,-1,-6,1,0,-10,25
C/C(CC(=O)NC12CC3CC(CC(C3)C1)C2)=N\NC(=O)c1ccc(F)cc1,-41,5,4,i,1,0,2,0,2,10
CCOc1cc(C(=O)CCC(=O)OCC(=O)Nc2ccc(C)c(S(=O)(=O)N(C)C)c2)ccc1O,-14,-2,10,i,-3,-7,2,-12,-3,18
O=C1CC(Sc2ccc(Cl)cc2)C(=O)N1c1ccc2c(c1)OCCO2 (stereo unspecified),-9,3,-1,i,0,-3,0,10,-4,36
CCCCCNC(=O)c1c[nH]c2ccc(S(=O)(=O)N3CCC4(CC3)OCCO4)cc2c1=O,7,3,-1,i,-2,-11,1,7,7,6
Cc1cc(C(=O)OCC(=O)N2CC(C)OC(C)C2)c2ccccc2n1 (stereo unspecified),x,x,16,i,-1,-10,0,-1,x,21
O=c1[nH]n(Cc2ccccc2)c2ccccc12,-47,-1,7,i,2,-5,-4,-4,-4,14
CSc1nc(C)c(CCOCc2ccc(F)cc2)c(=O)[nH]1,-25,3,-11,i,-2,14,3,-4,0,-2
COCCNC(=O)/C(C#N)=C/c1ccc(OCc2ccc(F)cc2)cc1,-29,1,-73,i,1,14,-1,4,-1,30
CC(=O)O[C@H]1C[C@@H]2CC[C@@H]3[C@H](CC[C@@]4(C)[C@H]3C[C@H]([N+]3(C)CCCCC3)[C@@H]4OC(C)=O)[C@@]2(C)C[C@@H]1N1CCCCC1,x,x,-3,i,-1,0,0,-7,x,10
CCOc1ccc(-c2nnn(CCC(=O)O)n2)cc1OC,58,2,5,x,-2,25,0,5,-2,1
Cc1ccc(NC(=S)NNC(=O)c2ccccc2OC(F)F)cc1,0,-1,-87,i,-1,17,-4,3,28*,22
CCc1ccc(NC(=O)CNC(=O)c2cn(-c3ccccc3OC)c(=O)c3ccccc23)cc1,-34,4,-4,i,-1,25,-4,6,1,13
CCN(CC(=O)Nc1c(F)cccc1F)C(=O)COc1ccc2c(c1)CCC2,x,x,-13,i,1,0,-1,2,x,21
CCN(CC)CCNC(=O)c1ccc2c(=O)n(CCc3ccccc3)c(=O)[nH]c2c1,6,4,-109,i,-3,-8,0,3,-3,7
O=c1[nH]cc(NCCc2ccccc2)c(=O)[nH]1,-26,1,-59,i,4,-1,1,2,2,33
Cc1cccc(NC(=O)COC(=O)c2ccc3c(=O)n4c(nc3c2)CCC4)c1,-6,2,3,i,-2,4,-4,1,-2,3
Cn1cnnc1SCc1ccc(C(=O)N=Nc2c(O)n(Cc3ccc(Cl)cc3)c3ccccc23)cc1,-33,5,30,i,x,31,-1,12,2,15
CCCCCCCCCCCC(=O)NC(C(=O)O)C(O)c1ccccc1 (stereo unspecified),-6,-1,22,i,-10,-8,8,2,4,69
COc1ccc(CCCC(=O)Nc2cc(C)ccc2OC)cc1,9,3,11,i,-1,-17,-3,0,4,22
Cc1cc(N2CCCCC2)nc(N)n1,-32,4,-17,i,-5,-12,3,0,11,32
O=C(Nn1c(-c2ccccc2)nc2ccccc2c1=O)C1CCC1,-23,-1,-5,i,4,8,-8,-4,-6,10
COc1ccc(OCC(=O)Nc2c(C(=O)N3CCC(N4CCCCC4)CC3)oc3ccccc23)cc1,-27,-10,-11,i,2,6,3,3,0,4
CC(=O)Nc1ccc(NC(=O)COC(=O)c2ccccn2)cc1,7,-1,3,i,2,-4,-2,-1,-1,15

# An excerpt from above in order of their number in HSF-1 act, lowest first:
SMILES	KLF5 inhibitor	HSP90 refold inh	aSyn 5UTR inh	PolyA inhibitor	GSK3 alpha inh	HSF-1 act	GSK3B inh	HSF1 inhib	AI-2 QS modul
CCN(CC)CCNC(=O)c1ccc2c(=O)n(CCc3ccccc3)c(=O)[nH]c2c1	6	4	-109	i	-3	-8	0	3	7
Cc1ccc(NC(=S)NNC(=O)c2ccccc2OC(F)F)cc1	0	-1	-87	i	-1	17	-4	3	22
CCOc1ccc(-c2nnn(CCC(=O)O)n2)cc1OC	58	2	5	x	-2	25	0	5	1

# Next part:
SMILES,KLF5 inhibitor,HSP90 refold inh,aSyn 5UTR inh,PolyA inhibitor,GSK3 alpha inh,HSF-1 act,GSK3B inh,HSF1 inhib,IEC-6 tox,AI-2 QS modul
O=c1[nH]snc1-c1c(Cl)cccc1Cl,x,x,-7,i,-1,0,-2,0,x,7
[O-]/C(=C(\C(=S)NCc1ccco1)[n+]1ccccc1)c1ccccc1Br,-40,0,-10,i,-3,5,8,4,-6,14
CCOc1cc(/C=N/NC(=O)c2ccc(CSc3nncn3C)cc2)ccc1OCC(=O)N1CCOCC1,1,-9,5,i,1,11,1,1,-1,8
Cc1ccc(/C=C2\CCC(C3CCCC3)C2=O)cc1 (stereo unspecified),-15,-5,-105,i,-5,29,4,2,3,9
Cc1ccccc1OCC(=O)Nc1ccc(N2CCN(C)CC2)c(Cl)c1,-68,9,-140,i,3,42,5,20,-2,2
O=C(Nc1ccccc1)[C@@H]1CC=C[C@@H]2CCN(C3CCCCC3)C(=O)[C@@H]21,x,x,11,i,0,-3,-2,4,x,23
O=C(c1ccc2c(c1)OCO2)N1CCC2(CC1)Oc1ccc(Cl)cc1C(=O)C21CC(c2ccc(Cl)cc2)=NO1 (stereo unspecified),x,x,16,i,x,-18,1,1,x,18
CC(=O)N1CCCc2cc(S(=O)(=O)N3CCc4ccccc4C3)ccc21,5,3,1,i,1,4,3,-1,-8,20
CC(=O)N1c2c(cc(Br)cc2S(=O)(=O)N2CCOCC2)CC1C (stereo unspecified),-52,-2,-17,i,0,4,0,5,-9,32
COc1ccc(S(=O)(=O)N(C)c2ccc(C(=O)Nc3ccccc3C(=O)N3CCOCC3)cc2)cc1OC,-15,-2,37,i,0,-2,3,-4,-4,19
CN(c1ccccc1)S(=O)(=O)c1cccc(NS(=O)(=O)c2ccc(/C=C/C(=O)O)cc2)c1,2,2,10,i,-2,7,1,4,-2,7
Cc1cccc(NC(=O)CSc2nc3[nH]ncc3c(=O)[nH]2)c1C,-33,-2,-14,i,3,-12,-1,9,-4,13
Cc1ccc(NC(=O)CC(=O)NCCN2CCOCC2)cc1,-6,3,-9,i,-1,20,1,-2,-1,3
O=C(NC(Cc1ccccc1)C(=O)O)/C(=C\c1ccccc1)NC(=O)c1ccc(Br)o1 (stereo unspecified),-20,-3,1,i,1,-8,-1,3,2,19
Cc1ccc(C)c(NC(=O)CN(C)C(=O)[C@@H](NC(N)=O)C(C)C)c1,-9,-2,3,i,-1,-2,0,3,-1,1
Cc1ccc(C(C(=O)NCC2CCCO2)N(C(=O)c2snc(C(N)=O)c2N)c2ccc(C(C)C)cc2)o1 (stereo unspecified),-2,1,-3,i,1,6,4,12,-3,0
O=C(O)c1ccc(N/N=C/c2cc(Br)cs2)cc1,35,50*,37,i,-2,-38,-6,-34,1,16
NNC(=O)Cn1c2ccccc2c2ccccc21,-30,1,-9,i,-1,-5,4,-2,4,17
O=C(CCC(=O)N1CCOc2ccccc21)Nc1ccccc1Br,10,0,-8,i,0,3,1,0,4,2
COc1cccc(-c2nnc3sc(-c4cccs4)nn23)c1,-28,-3,x,x,0,x,x,x,-7,x
Cc1cc(O)c(NC(=O)c2cccc([N+](=O)[O-])c2)cc1C,-29,-7,-79,i,1,-5,3,3,2,12
CCOC(=O)N1CCN(C(=O)C2CCN(S(=O)(=O)c3ccc(Cl)cc3)CC2)CC1,-4,5,13,i,7,0,5,-1,-4,14
S=c1[nH]nc(-c2ccco2)n1/N=C/c1c(Cl)cccc1Cl,-17,0,11,i,2,-24,1,2,-2,8
C=CCNC(=O)c1onc(CSc2ccccc2)c1C(=O)O,-15,-4,-22,i,-1,-12,6,14,-6,13
